Source: PubChem (Broad Institute)
Xi reactivation: activators of inactive X chromosome reactivation, primary screen, imaging, XiGFP fibroblasts, GFP high-content imaging, set 2. XiGFP mouse fibroblasts, % GFP-positive cells imaging, 3 d; cells co-treated with 5-aza-dC sensitizer; scaled so ellipticine positive control = 100%. activation, % at 7.58 µM. 360,000 tested, 0.055% active;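 active = mean normalized replicate activation at least 10% and every replicate at or above 10%; inconclusive = only one of the two criteria met; inactive = mean below 10% and not all replicates reach 10%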;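 also: 0% = median of on-plate neutral control wells and 100% = ellipticine 6 µM median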
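Material: XiGFP fibroblasts, SV40-immortalized; Buffer or medium: DMEM containing 5-aza-dC; Compound dosing: single point; Times: 3 days compound exposure.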
PAX8 reporter: inhibitors of PAX8-driven TPO luciferase reporter, primary screen, RMG-I cells, single concentration; 360,000 tested, 1.2% active; inhibition, % at 12.6 µM; AID 652154, 2013; SteadyGlo, 24 h;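 active = mean replicate inhibition at least 60% with every replicate also reaching 60%; inconclusive = only one of the two criteria is met; inactive = mean below 60% and not all replicates reaching 60%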;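 also: luciferase light reporting Pax8 driven TPO promoter activity; plate controls were median of neutral control wells for no effect and mitoxantrone controls for full effect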
INS-1E GSIS act: GLuc luminescence reporter in INS-1E cells, primary screen for activators of glucose-dependent secretion of insulin. INS-1E GLuc reporter insulin secretion, 2-3 h. activation, % at 16.6 µM. 370,000 tested, 0.61% active. AID 743287, 2014;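 active = lowest replicate activation of at least 40%, so every replicate reaches that level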;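 also: 0% = median of neutral control wells and 100% = median of IBMX positive control wells; some compounds called inactive have numbers as strong as hits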
ARNT TACC3 PPI: disruptors of ARNT/TACC3 protein interaction, primary screen, biochemical, AlphaScreen, single concentration | AlphaScreen His-ARNT PAS-B/GST-TACC3 binding, luminescence; TACC3 fragment carries E629A point mutation | Transforming acidic coiled-coil-containing protein 3 (Homo sapiens), Q9Y6A5 | AID 623870, 2012 | inhibition, % at 9.99 µM | 390,000 tested, 0.66% active;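 active = mean inhibition of replicates at least 50% and at least half of replicates each reaching 50%; inconclusive = half or more replicates reach 50% but mean below 50%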;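 also: 0% = complete ARNT plus TACC3 wells and 100% = ARNT alone without TACC3; many hits fall short of the cut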
F508del corr: F508del CFTR correction, initial screen, CFBE line, single point; CFBE cells, YFP halide quenching; stimulated with forskolin plus potentiator P3; % fluorescence drop versus neutral controls; activity (quench increase), % at 7.58 µM; 350,000 tested, 0.36% active;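 active = mean added fluorescence quench of at least 8% versus neutral control, with both replicates also reaching 8%; inconclusive = only one of the mean or replicate conditions met; inactive = mean below 8% and not both replicates reaching 8%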;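 also: cells transiently co-express mutant CFTR-F508del with the halide-sensitive YFP; corrector assay measuring rescue of mutant channel to the surface after 24 h compound exposure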
EWS-Fli block: EWS/Fli-driven NR0B1 reporter inhibitors, primary screen, A673 cells, NR0B1 luciferase, luminescence, MLPCN library; 350,000 tested, 0.67% active; viability-normalised; AID 651661, 2012; inhibition, % at 12.6 µM;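 active = mean inhibition of at least 50% after viability correction, with every replicate also passing that limit; inconclusive = mean reaches 50% but only one of two replicates passes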;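 also: firefly luciferase signal divided by Alamar Blue viability fluorescence both relative to DMSO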
DENV2 CPE rescue: inhibitors of DENV2 cytopathic effect, primary screen, cell-based, plate reader, single concentration | DENV2-infected cells, cytopathic effect rescue | CPE inhibition, % at 9.99 µM | 350,000 tested, 1.7% active | AID 651640, 2012; in the data active = CPE inhibition above about 20%, passing the limit was not always enough; inconclusive = no clear call, values can overlap the other calls; tested in BHK-21 cells;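 also: 0% = median of neutral control wells and 100% = median of positive control wells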
ERp5 inh: inhibitors of ERp5-driven insulin aggregation, primary screen, biochemical, turbidity, absorbance 650 nm, single point. Protein disulfide-isomerase A6 (Homo sapiens), Q15084. 90 min. inhibition, % at 9.99 µM. 350,000 tested, 0.05% active. AID 651711, 2012;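 active = mean replicate inhibition above about 25%, with every replicate also reaching it, limit read from the data, passing the limit was not always enough; inconclusive = only one of those two criteria met; inactive = neither criterion met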
Target sequence (Q15084 whole entry, looked up): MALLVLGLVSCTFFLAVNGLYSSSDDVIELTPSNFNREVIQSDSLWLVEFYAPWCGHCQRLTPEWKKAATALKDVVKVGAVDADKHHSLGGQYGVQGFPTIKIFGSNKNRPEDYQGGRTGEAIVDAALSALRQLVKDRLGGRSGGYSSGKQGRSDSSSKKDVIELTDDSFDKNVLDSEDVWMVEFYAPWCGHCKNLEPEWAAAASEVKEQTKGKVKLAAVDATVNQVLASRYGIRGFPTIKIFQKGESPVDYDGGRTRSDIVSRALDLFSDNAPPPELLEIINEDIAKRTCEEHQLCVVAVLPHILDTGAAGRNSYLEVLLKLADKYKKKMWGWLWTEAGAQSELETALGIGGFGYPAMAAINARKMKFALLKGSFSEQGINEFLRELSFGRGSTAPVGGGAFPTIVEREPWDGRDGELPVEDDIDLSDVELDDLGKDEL
The depositor's hits bear a star; ? = inconclusive; / = no result given; & = joins results of further samples.

SMILES	Xi reactivation	PAX8 reporter	INS-1E GSIS act	ARNT TACC3 PPI	F508del corr	EWS-Fli block	DENV2 CPE rescue	ERp5 inh
C[C@@H]1CN([C@@H](C)CO)C(=O)CCCn2nncc2CO[C@H]1CN(C)C(=O)c1ccncc1	0.0&-0.4	3&-14	6&-3	-3&-4	-0.1&-1.9&-1.1	-10&7&-3	?	-1&-8&-6
O=C(c1cc(Cl)cc(Cl)c1)N1CCN(c2cc(C(F)(F)F)nc3ccccc23)CC1	0.5	6	-11	0	-3.9	-4	1	3
CCc1ccc2[nH]cc(S(=O)(=O)c3ccc(C)c(C)c3)c(=O)c2c1	0.2	19	11	1	-3.1	8	10	2
O=C(c1cccc([N+](=O)[O-])c1)N1CCCC(C(=O)N2CCN(c3ccccc3)CC2)C1 (stereo not drawn)	0.0	-3	5	2	3.2	6	?	6
C[C@@H]1CN([C@@H](C)CO)C(=O)CCCn2nncc2CO[C@@H]1CN(C)S(=O)(=O)c1ccc2ccccc2c1	0.0&-0.3	-7&15	1&2	0	2.0&2.7&0.4	0&-2&9	-6&-1	3&9
O=C(Nc1ccccc1)Nc1ccc(C(=O)N2CCCC2)cc1	0.1	-9	-8	-6	1.7	10	-4	-2
CCN(C(=O)COC(=O)c1ccc2c(c1)OCO2)c1ccccc1	0.1	10	3	-7	3.8	-1	-5	1
COc1ccc(C#Cc2ccc3c(c2)[C@H]2[C@H](CCN2C(=O)c2ccncc2)[C@H](CO)N3)cc1	0.2	20	-2	8	-2.8	1	-4	/
CCCN(C)C[C@H]1OCCCC[C@@H](C)Oc2ccc(NC(=O)CCC(F)(F)F)cc2C(=O)N([C@H](C)CO)C[C@@H]1C	0.0	-2	5	/	1.1	-2	/	/
CC(C)(C)c1ccc(S(=O)(=O)N2CCN(C(=O)C(=O)c3cccc(C(F)(F)F)c3)CC2)cc1	0.2	13	28	/	-0.6	13	-7	-1
COc1ccc(CN(C)C[C@@H]2OCCCC[C@H](C)Oc3ccc(NC(=O)C4CCCCC4)cc3C(=O)N([C@H](C)CO)C[C@@H]2C)cc1	0.0	21	-12	7	-0.4	/	0	-7
CC(CNS(=O)(=O)c1ccccc1)(c1ccccc1)N1CCCCC1 (stereo not drawn)	0.0	-15	-6	-3	-3.4	-17	/	3
C[C@H](CO)N1C[C@H](C)[C@@H](CN(C)C(=O)Nc2ccc(F)cc2)Oc2ccc(NC(=O)Cc3cn(C)c4ccccc34)cc2CC1=O	-0.8	/	-6	/	-2.2	0	15	5
COc1ccc([N+](=O)[O-])cc1CSc1ccccn1	0.0	-2	8	/	-1.1	-8	-6	6
Nc1nonc1C(=O)NCCNS(=O)(=O)c1ccc(F)cc1	0.3	13	-4	-6	/	/	/	/
O=C(CN1CCN(Cc2ccccc2F)C1=O)NCCc1ccc(Cl)cc1	0.0	18	/	4	-0.7	3	-8	2
Cn1c(C(=O)OCC(=O)NCc2ccco2)cc2sccc21	/	/	-1	-3	3.3	2	0	0
COc1ccc(S(=O)(=O)NC2CC2)cc1C(=O)N1CCOCC1	0.1	-2	1	-5	-2.1	0	1	1
Cc1cccc(N2C(=O)CC(Sc3ncn[nH]3)C2=O)c1 (stereo not drawn)	0.0	-1	-3	-5	0.2	0	2	2
COc1cc(CNC2CCCCCCC2)ccc1OCC(N)=O	-0.1	-1	1	-9	2.2	3	16	1
COc1cccc(S(=O)(=O)N[C@H]2CC[C@@H](CCn3cc(-c4ccccn4)nn3)O[C@@H]2CO)c1	0.2	-7	-6	/	4.3	-2	-2	-1
CN(C)/C=C/C(=O)c1ccc(S(=O)(=O)c2ccccc2)cc1	0.0	19	13	-5	-0.7	-1	7	-7
CC(C)C1COC(c2cccc3ccccc23)=N1 (stereo not drawn)	0.1	-295	/	-4	3.1	-111	3	-1
Cc1nn(-c2ccc(F)cc2)c(Cl)c1/C=N/NC(=O)c1ccc(O)cc1	0.3	-8	2	/	-0.4	-12	-1	6
COC(=O)C[C@H]1CC[C@H]2[C@H](COc3ccc(NC(=O)Nc4cccc(C#N)c4)cc3C(=O)N2C)O1	0.1	-1	-5	-1	0.8	6	-3	1
COc1ccc(CCNC(=O)CCC(=O)N2CC(C)Oc3ccc(Cl)cc32)cc1OC (stereo not drawn)	0.0	18	/	-7	1.9	-3	-5	-13
CNC(=S)Nc1cc2oc3ccccc3c2cc1OC	-0.1	7	-8	/	-1.0	/	-4	3
COc1ccc(CN(C)C[C@H]2Oc3ccc(NC(=O)NC4CCCCC4)cc3CC(=O)N([C@@H](C)CO)C[C@@H]2C)cc1	0.2	-10	-20	1	2.9	/	-7	5
CSc1ccc(C(c2c(C)[nH][nH]c2=O)c2c(C)[nH][nH]c2=O)cc1	0.0	17	-1	5	0.8	-2	3	1
CNC(=O)CS(=O)(=O)CC(=O)Nc1cc(OC(C)C)c(Cl)cc1Cl	0.3	13	-11	/	-0.5	-3	/	-3
CCc1noc(C)c1C(=O)NCCc1ccc(Cl)cc1	0.0	/	13	11	-0.4	-9	6	-2
O=C(CN1C(=O)/C(=C/c2ccccc2F)Sc2ccccc21)N1CCN(c2ccccn2)CC1	-0.1	17	4	0	/	23	2	-3
CN1c2ccc(-c3ccc(F)cc3)cc2[C@H]2[C@H](CCN2C(=O)c2cccnc2)[C@@H]1CO	0.0	-4	5	0	0.2	4	-4	/
CC(C)Oc1ccc(C2CNC(=O)C2)cc1 (stereo not drawn)	0.3	6	/	9	-2.6	0	19	-2
CC(C)[C@H](NC(=O)[C@H]1N2C(=O)c3ccccc3C2SC1(C)C)C(=O)NCc1ccco1 (stereo partly drawn)	0.0	5	-8	-8	2.4	/	5	2
O=C(Nc1cccc(S(=O)(=O)NC2=NCCC2)c1)c1c(F)cccc1Cl	-0.1	8	-16	-7	-3.5	-5	5	1
C/C(=N/NC(=O)c1ccccc1)c1ccc(NC(=O)C(F)(F)F)cc1	0.0	-6	12	-1	1.7	-25	-1	4
CCOC(=O)N1CCN(c2cc(N(C)CCO)c([N+](=O)[O-])c3nonc23)CC1	0.0	20	-4	5	3.6	3	9	-4
COc1ccc(CNCCC(c2ccc(OC(C)C)cc2)c2ccccc2OC)cc1OC (stereo not drawn)	-0.1	39	-44	3	2.7	?	3	0
O=C(Nc1ccccc1)C(=O)c1cn(CC(=O)N2CCCCC2)c2ccccc12	0.0	-16	-4	7	/	/	/	/
O=C(O)CCS(=O)(=O)Cc1cccc(Cl)c1	/	/	9	-8	-3.9	2	/	4
C[C@@H]1COc2cccc(N3CCC[C@H]3CO)c2S(=O)(=O)N1	0.0	-16	16	/	-2.4	-11	2	2
O=C(Nc1ccc2ccccc2c1)C(c1ccccc1)n1c(=O)c(-c2cc3ccccc3[nH]2)nc2ccccc21 (stereo not drawn)	0.1	13	2	/	-2.4	-17	?	-1
C[C@@H]1CN([C@H](C)CO)C(=O)Cc2cc(NC(=O)Cc3ccccc3)ccc2O[C@H]1CN(C)Cc1ccc2c(c1)OCO2	0.0	18	-3	1	-0.1	-1	-3	-4
Cc1nc(NC(=O)c2ccccc2)sc1-c1cc(C(=O)NCCO)nn1Cc1ccccc1	0.2	9	3	/	-0.7	4	2	2
Cc1ccc(CN2CCNC(=O)C2CC(=O)NCCCn2ncc3ccccc32)o1 (stereo not drawn)	0.3	6	-1	2	-0.6	5	/	4
CCCN1[C@@H]2c3cccc(=O)n3C[C@H]1[C@H](CO)[C@H]2C(=O)NC1Cc2ccccc2C1	-0.1	/	7	-5	/	1	0	3
CC1(c2ccccc2)NC(=O)N(CC(=O)Nc2cc(Cl)ccc2N2CCOCC2)C1=O (stereo not drawn)	0.2	-1	-12	4	3.2	4	-2	0
Cc1ccc(C)c(C(C)NC(=O)C2CC=CCC2C(=O)O)c1 (stereo not drawn)	-0.5	5	/	-23	-0.2	3	?	-2
COc1ccc(S(=O)(=O)Nc2ccc3c(c2)CC(=O)N([C@H](C)CO)C[C@@H](C)[C@H](CN(C)Cc2ccncc2)O3)cc1	-1.1	1	13	-12	-1.0	2	0	3
COc1cccc(CN2[C@@H]3CNC[C@H]2C3c2ccc(/C=C/c3ccccc3)cc2)c1 (stereo partly drawn)	0.0	-6	-6	/	1.7	-10	-1	/
C[C@@H]1CN([C@@H](C)CO)C(=O)c2ccccc2-c2ccccc2CO[C@@H]1CN(C)Cc1cccc(C(F)(F)F)c1	-0.4	31	237	/	-1.2	38	17	-1
C[C@H](CO)N1C[C@H](C)[C@H](CN(C)C(=O)Nc2ccc(F)cc2)OCCCC[C@H](C)Oc2ccc(N(C)C)cc2C1=O	-0.7	17	-13	4	-2.6	-2	1	3
O=C(C[C@H]1CC[C@@H]2[C@H](COC[C@@H](O)CN2S(=O)(=O)c2cccc(F)c2)O1)Nc1ccccc1	-0.1	/	5	0	0.6	/	?	/
O=C(COC(=O)CNC(=O)C1CCCCC1)NCc1ccc(Cl)cc1	0.0	5	-3	4	-0.3	-1	3	6
CCc1ccc(NC(=O)CSc2nnc(Cn3c(=O)sc4ccccc43)n2C)cc1	0.0	0	-1	-6	-3.3	0	6	1
Cc1ccc(NC(=O)C2CC2c2ccccc2)c([N+](=O)[O-])c1 (stereo not drawn)	0.1	-58	/	46*	1.8	-68	3	0
CC(C)NC(=O)N[C@H]1CC[C@H](CCNC(=O)C2CCCC2)O[C@H]1CO	0.0	3	3	/	-0.1	-1	-5	5
CCN(CC)CCCNc1ncnc2scc(-c3ccc(F)cc3)c12	0.2	10	-5	-7	-2.4	10	18	9
[O-]/C(=C(\C(=S)Nc1ccc(SC(F)F)cc1)[n+]1cccc(CO)c1)c1ccc(Cl)s1	1.0	-1	-2	-6	1.3	-10	-6	7

The results go on:
SMILES	Xi reactivation	PAX8 reporter	INS-1E GSIS act	ARNT TACC3 PPI	F508del corr	EWS-Fli block	DENV2 CPE rescue	ERp5 inh
CCOC(=O)C1=NOC2C3CC(C12)C1C(=O)N(CCc2ccc(OC)c(OC)c2)C(=O)C31 (stereo not drawn)	0.0	-12	9	-2	-4.1	0	5	1
COC(=O)C1(Cc2ccc(O)c(CC3OC3(C)C)c2)OC(=O)C(O)=C1c1ccc(O)cc1 (stereo not drawn)	/	/	/	-15	0.9	3	5	-2
COc1c(C)cc(C(=O)C2CCCN(C(=O)c3cc(C)on3)C2)cc1C (stereo not drawn)	0.2	14	6	0	3.4	/	-5	-1
O=C1CN(C(=O)COC(=O)c2cnc(Cl)c(Cl)c2)c2ccccc2N1	0.0	-7	-16	-13	1.4	6	5	7
COc1cc(NC(=O)CNC(=O)Cn2c(C)cc3ccccc3c2=O)cc(OC)c1OC	0.2	-8	2	-5	0.5	9	7	8
O=C(CN1CCN(Cc2ccccc2)CC1)Nc1ccccc1-c1ccccc1	0.1	25	-20	-1	3.0	11	4	1
O=C(CCc1ccccc1)NNC(=S)NCCc1ccccc1	0.0	13	-11	8	1.7	/	-21	-8
C[C@H](NS(=O)(=O)c1ccc(F)cc1)C(=O)OCC(=O)c1c(N)n(C)c(=O)n(C)c1=O	0.0	-2	15	7	-0.1	-5	9	5
